# Assay outcomes deposited in PubChem by Broad Institute.
# ARNT-TACC3 inh = disruptors of human ARNT/TACC3 interaction. AlphaScreen His-ARNT PAS-B/GST-TACC3 binding, luminescence; TACC3 fragment carries E629A point mutation. inhibition, % at 9.99 µM. 0.66% of 390,000 active;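 active = mean inhibition of replicates at least 50% and at least half of replicates each reaching 50%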;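 also: 0% = complete ARNT plus TACC3 wells and 100% = ARNT alone without TACC3; many hits fall short of the cut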
# The depositor's hits bear a star. Some of the compounds tested; the hit share may differ from the screen's.
cpd	Structure	ARNT-TACC3 inh
1	C=C(C)COc1ccc(-c2n[nH]c(C)c2-c2ccccc2)c(O)c1	-2
2	O=C(NCCCn1ccnc1)Nc1ccc(Cl)cc1	4
3	c1ccc2c(c1)nc1n2CCN1CCNC1CCCCC1	2
4	O=C(O)C1Sc2[nH]c(=O)sc2C2c3cc(Cl)ccc3OC(=O)C12 (stereo unspecified)	1
5	Cc1cc(C(=O)CSc2nnc(C3COc4ccccc4O3)n2C)c(C)n1-c1ccc(F)cc1 (stereo unspecified)	0
6	CS(=O)(=O)N(CC(=O)NCC1CCCO1)c1cc(Cl)ccc1Cl (stereo unspecified)	0
7	COc1cccc2cc(C(=O)Nc3cccc(C)n3)c(=O)oc12	-5
8	CC(=O)Nc1ccccc1Nc1cc(C#N)c(C#N)cc1[N+](=O)[O-]	6
9	CC(C)(C)SCCNC(=O)c1ccc(Cl)c(S(=O)(=O)N2CCOCC2)c1	-4
10	CN1CCN(C(=O)c2sc(=S)n(-c3ccccc3)c2N)CC1	1
11	Cc1ccc(NC(=O)C2CC(=O)NC(Nc3cccc(C)c3)=N2)cc1 (stereo unspecified)	-9
12	COc1ccc(OC)c(NC(=O)Cc2nn(C)c(=O)c3ccccc23)c1	5
13	O=CNC(=O)c1ccccc1C(=O)O	3
14	Cc1ccc2c(c1)cc1c(=O)n(CC(=O)N3CCCC3)nc(C)n12	-6
15	CCOC(=O)CC(NC(=O)c1ccco1)c1ccccc1Cl (stereo unspecified)	0

cpd	Structure	ARNT-TACC3 inh
16	O=C(COC(=O)C12CC3CC(CC(O)(C3)C1)C2)NC(=O)NCc1ccco1	21
17	CN(C)c1nc2n(c(=S)n1)CCS2	1
18	Cc1ccc(C)c(S(=O)(=O)NCc2ccc(C(=O)N3CCN(C)CC3)cc2)c1	-6
19	CCCCCc1c(C)nc(Nc2ccc(F)cc2)[nH]c1=O	-3
20	c1ccc(-n2cnnc2SCc2cn3ccccc3n2)cc1	-3
21	CC(C(=O)Nc1ccccc1C(=O)N1CCCC1)n1nnc2ccccc21 (stereo unspecified)	-3
22	Cc1cc(Cl)ccc1NC(=O)Nc1c(C)n(-c2ccccc2)c(=O)n1C	-4
23	Cc1ccccc1-n1cnc2cc(NCc3cccs3)ccc21	12
24	Cc1ccc(-c2cc(-c3ccc4c(c3)OCO4)c(C#N)c(N)n2)o1	1
25	Nc1ccc(O)cc1C(=O)OCC(=O)C12CC3CC(CC(C3)C1)C2	-7
26	Cc1nn(-c2ccccc2)c(Cl)c1C1C(C#N)=C(N)Oc2n[nH]c(C)c21 (stereo unspecified)	6
27	O=C(c1ccccc1NS(=O)(=O)c1cccs1)N1CCCC1	-17
28	CC(=O)OC(C(=O)NC1CCCCC1)c1ccc(C)cc1 (stereo unspecified)	-7
29	COc1ccc(NC(NC(=O)c2ccc(OC)cc2)C(Cl)(Cl)Cl)cc1 (stereo unspecified)	2
30	c1ccc(N2CCN(c3nc4ccccc4n4nnnc34)CC2)cc1	-4

cpd	Structure	ARNT-TACC3 inh
31	N#Cc1c(SCC(=O)Nc2nccs2)nc2c(c1-c1ccco1)CCCC2	-4
32	Cc1ccccc1C(=O)NCc1nnc(SCC(=O)N2CCN(c3ccccc3)CC2)n1C	-12
33	Nc1nonc1-c1noc(-c2ccc(Br)o2)n1	0
34	Cc1ccc2c(c1)[C@@H]1CN(C)CC[C@@H]1N2S(=O)(=O)c1ccc(F)cc1	5
35	CCN(CC)CCCNc1cc2n(c(=O)n1)CCc1cc(OC)c(OC)cc1-2	35
36	CCN(CC)S(=O)(=O)c1cccc(C(=O)Nc2sc3c(c2C(N)=O)CCCC3)c1	-6
37	O=C(CSc1ncnc2c1oc1ccccc12)Nc1cccc(Cl)c1	-8
38	O=C(OC1CCOC1=O)c1ccc2ccccc2n1 (stereo unspecified)	-4
39	CCCCNCc1cc(Cl)c(OCCC)c(OCC)c1	-8
40	Cc1ccc(O)c(C(=O)c2coc(=N)c(C(=O)NC(C)C)c2)c1	0
41	O=C1Nc2ccccc2/C1=N\N=C\C1=C(N2CCOCC2)C(=C\c2ccccc2)/CC1	0
42	Cn1c(NCCCO)nc2c(c1=O)C1(CCCCC1)Cc1ccccc1-2	-10
43	Cc1ccc(NC(=S)N/N=C2/CCCc3c(C)cc(C)cc32)cc1	6
44	CCOC(=O)c1c(C)[nH]c(N=Nc2ccccc2C)c1C	14
45	CC(=O)c1cc(OC(=O)N2CCOCC2)ccc1OC(=O)N1CCOCC1	1

cpd	Structure	ARNT-TACC3 inh
46	Nc1nc(COc2ccc3ccccc3c2)cs1	28
47	CCOC(=O)c1c(C)nc2sc3c(c2c1-c1ccc(OC)cc1)NC(c1ccc(OC)cc1)NC3=O (stereo unspecified)	-5
48	N#Cc1c(-c2ccco2)nc(SCC(=O)Nc2cccc(Cl)c2)[nH]c1=O	-22
49	Cc1ccccc1CNC(=O)c1ccc(CSCc2ccccc2)cc1	2
50	O=C(c1cc(N2CCCCC2)nc2ccccc12)N1CCOCC1	-2
51	CCOC(=O)c1nnn(-c2nonc2-n2cccc2)c1CN1CCC(C)CC1	2
52	c1ccc(-c2nnc3sc(-c4ccncc4)nn23)cc1	5
53	CCO/C=C/C(=O)N(C)CCC#N	6
54	Cc1nc(C)n(C(=O)N(c2ccccc2)c2ccccc2)n1	-23
55	Cc1ccc(NCCC(=O)c2cccc([N+](=O)[O-])c2)cc1	-7
56	Cc1nnc(SCC(=O)Nc2nc(-c3ccccc3)cs2)n1N	3
57	O=C(CCn1cnc2ccccc2c1=O)Nc1ccc(S(=O)(=O)N2CCCC2)cc1	-4
58	CC1CCc2nc(N)c(C#N)c(-c3ccncc3)c2C1 (stereo unspecified)	26
59	O=C1NCCCc2c1no[n+]2[O-]	8
60	Cc1nc(-c2ccc(NS(C)(=O)=O)cc2)cs1	1

# 3 compounds out of the list above, arranged by their value in ARNT-TACC3 inh, low to high:
cpd	Structure	ARNT-TACC3 inh
55	Cc1ccc(NCCC(=O)c2cccc([N+](=O)[O-])c2)cc1	-7
51	CCOC(=O)c1nnn(-c2nonc2-n2cccc2)c1CN1CCC(C)CC1	2
59	O=C1NCCCc2c1no[n+]2[O-]	8

# Next section.
cpd	Structure	ARNT-TACC3 inh
61	Cc1ccc(C)n1-n1c(C)nc2sc(-c3ccccc3)cc2c1=O	11
62	C=CCn1c(SCC(=O)OCC)nc2cc(C(=O)NCc3ccco3)ccc2c1=O	-7
63	CC(=O)N(C(C)=O)c1c(C#N)c(C)n(-c2ccccc2)c1C(=O)c1ccccc1	7
64	Fc1cccc(CN2CCN3CCCC3C2C2CCCCC2)c1 (stereo unspecified)	1
65	NC(=S)Nc1cnc2ccccc2c1	3
66	CCN1CCCC1CNC(=O)COc1cc(=O)n(C)c2ccccc12 (stereo unspecified)	1
67	CC(CNC(=O)c1cc(Cl)ccc1[N+](=O)[O-])NC(=O)c1cc(Cl)ccc1[N+](=O)[O-] (stereo unspecified)	-4
68	CCN(CC)c1nc(-c2nn[nH]n2)nc(N(CC)CC)n1	-1
69	COCCn1c(=S)[nH]c2cc(C(=O)NC(C)C)ccc2c1=O	22
70	CC(=O)c1ccc(NC(=O)CCS(=O)(=O)c2ccc3c(c2)n(C)c(=O)c(=O)n3C)cc1	-7
71	N#Cc1cnn(Cc2ccccc2)c1N	-2
72	Cc1ccc(CN2C3=NCCCN3c3ccccc32)cc1	0
73	Cn1cnc([N+](=O)[O-])c1NC(C)(C)C	-1
74	O=C(Nc1nccs1)c1ccc(COc2ccccc2Br)o1	-3
75	CCN(CC)c1nc(C)nc2c1cnn2CCc1ccccc1	-11

cpd	Structure	ARNT-TACC3 inh
76	COc1ccc(N2CCN(C(=O)Cc3nn(C)c(=O)c4ccccc34)CC2)cc1	1
77	O=c1cc(/C=C/c2ccccc2)oc2ccccc12	20
78	CCCn1c(=N)n(CC(O)COc2cccc(C)c2)c2ccccc21 (stereo unspecified)	-11
79	COc1cc(NC(=O)C2CCN(S(=O)(=O)c3cnc[nH]3)CC2)cc(OC)c1OC	-6
80	Cc1cccc(NC(=O)c2sc3nc4c(c(-c5cccs5)c3c2N)CN(C)CC4)c1	8
81	CCc1nc2ccccc2n1CCC(C)C	-4
82	O=C(O)c1ccccc1N=Nc1c(O)[nH]c2ccc([N+](=O)[O-])cc12	47*
83	Cc1ccc(CNC(=O)CSc2nc3ccsc3c(=O)n2NC(=O)c2ccccc2)cc1	-1
84	Cc1nc2c(nnn2Cc2ccccc2)c(=O)n1-c1ccccc1	-5
85	COC(=O)c1sc2nc(N3CCCCC3)c3c(c2c1N)CCCC3	0
86	Cc1ccccc1NC(=O)c1nc[nH]c1C(=O)NCc1ccccc1	-2
87	Cc1nn(C)c(C)c1NC(=O)CSc1nc(Cc2ccccc2)nc2c1cnn2-c1ccccc1	2
88	COc1ccc(NS(=O)(=O)c2cc(OC)ccc2NC(=O)c2cc(C)oc2C)cc1	0
89	CCCCCCC(=O)Nc1ccc(C(=O)N2CCCC2)cc1	11
90	CC(NS(=O)(=O)c1ccc(F)cc1)C(c1cccs1)N1CCN(C)CC1 (stereo unspecified)	-4

cpd	Structure	ARNT-TACC3 inh
91	CCC(C)NC(=O)N[C@@H](Cc1ccccc1)C(=O)O (stereo partly specified)	-8
92	Cc1cccc(CN2C(=O)N/C(=C/c3cc(C)n(-c4ccccn4)c3C)C2=O)c1	7
93	CCOC(=O)Nc1cc(C)ccc1OC	1
94	Cc1ccc(-n2nc(C)c3cc(C(=O)O)sc32)cc1	-7
95	COc1ccc(CN2CN(C(C)C)CSC2=S)cc1	2
96	CCOC(=O)c1ccc(NC(=O)C2(c3ccc(OC)cc3)CCCC2)cc1	-1
97	CC1CCC2(CC1)NC(=O)c1ccccc1O2 (stereo unspecified)	-15
98	CCOc1ccccc1N(CC(=O)Nc1ccc(C)cc1)S(C)(=O)=O	-1
99	O=S(=O)(c1cc(F)cc(F)c1)N1CCN(c2ncccn2)CC1	-9
100	CC(=O)Nc1cccc(OCC(=O)NS(=O)(=O)c2ccc(Cl)cc2)c1	-3
101	O=S1(=O)N=C(N2CCOCC2)c2ccccc21	26
102	O=C(Nc1cccc(C(F)(F)F)c1)c1cccnc1N1CCCC1	-2
103	Cc1cc(C)nc(SCC(=O)Oc2ccc3oc(=O)cc(C)c3c2)n1	-3
104	Cn1c(=O)n(CC(=O)N2CCOCC2)c2ccccc21	-7
105	COc1ccc(OC)c(S(=O)(=O)Nc2ccc(Oc3ccccc3)cc2)c1	7

# Reprinted from the part before: two compounds, followed by the next part.
cpd	Structure	ARNT-TACC3 inh
104	Cn1c(=O)n(CC(=O)N2CCOCC2)c2ccccc21	-7
105	COc1ccc(OC)c(S(=O)(=O)Nc2ccc(Oc3ccccc3)cc2)c1	7
106	Cc1nnc(C)n1/N=C/c1ccc2c(c1)OCCO2	3
107	CCN(CC)c1cc(C(F)(F)F)nc(-c2ccccn2)n1	9
108	CCN1C(=O)N(CC)C2NC(=S)NC21 (stereo unspecified)	-2
109	COc1ccc(Br)cc1C(=O)Nc1ccc(Cc2ccncc2)cc1	-2
110	COC(=O)c1ccccc1NC(=O)c1ccc(COc2ccc(C)c(C)c2)o1	-5
111	O=C(Nc1ccc(F)cc1)c1cc(S(=O)(=O)N2CCCCC2)cs1	0
112	CCCOc1ccc(N)cc1N	-2
113	O=C(Nc1ccon1)c1cccc(S(=O)(=O)N2CCCCCC2)c1	1
114	O=C1OCC2=C1C(c1ccc(F)cc1)CC(=O)N2c1ccccc1 (stereo unspecified)	0
115	COc1cc2c(cc1OC)C(C(=O)O)C(c1cc(Br)c(O)c(OC)c1)N(C)C2=O (stereo unspecified)	-5
116	O=C(Cn1c(=O)n(CC(=O)NCc2ccccc2)c2ccccc21)NCc1ccccc1	-2
117	Cc1cc(C)n(CCCO)c(=O)c1C#N	1
118	Brc1ccc(-n2cccc2/C=N/n2cnnc2)cc1	-1
119	COCCn1nnnc1CN(CCCN1CCOCC1)Cc1cc2c(C)ccc(C)c2[nH]c1=O	-5
120	COc1ccc(N(C)C(=O)CC2(CC(=O)O)CCCCC2)cc1	-3

cpd	Structure	ARNT-TACC3 inh
121	CCOC(=O)c1sc(NCc2ccco2)c(-c2nc3ccccc3s2)c1N	2
122	CCOCCn1c(C(C)O)nc2ccccc21 (stereo unspecified)	-9
123	CCCNc1nc(C)c(C(C)=O)cc1C#N	-4
124	Cc1ccc2nc3c(cc2c1)c(NC(=O)c1cccnc1)nn3C	-7
125	COc1cc(-c2nc3c(c(C)nn3-c3ccccc3)c3cc(OC)c(OC)cc23)ccc1O	0
126	COc1cccc(CNc2cc(CSc3ccc(Cl)cc3)nc(C)n2)c1	-3
127	Cc1ccc(C(=O)c2coc3c2C(=O)C(=O)c2ccccc2-3)cc1	-2
128	CC(C)COc1ccc(/C=C2/Sc3ccccc3C2=O)cc1	-3
129	COc1ccc(CCn2c(=S)[nH]c3cc(C(=O)NCc4ccco4)ccc3c2=O)cc1OC	-4
130	CC(=O)c1nnn(-c2nc(N)nc(N(c3ccccc3)c3ccccc3)n2)c1C	-2
131	CCCn1c2ccc(/C(C)=N\O)cc2c2cc(/C(C)=N/O)ccc21	-4
132	Cc1ccc(CN(c2ccc(C(=O)NCc3ccc4c(c3)OCO4)cc2)S(C)(=O)=O)cc1	-6
133	NC(=O)c1cc(-c2ccccc2)sc1NC(=O)Cc1ccc(S(=O)(=O)N2CCOCC2)s1	-6
134	Cc1cccc2cc3c(NC(=O)c4ccccn4)nn(C)c3nc12	-3
135	O=C(Nc1ccccc1Cc1ccccc1)C1CC(=O)N(c2ccc3c(c2)OCCO3)C1 (stereo unspecified)	-4

# 2 records drawn at random from those above:
cpd	Structure	ARNT-TACC3 inh
65	NC(=S)Nc1cnc2ccccc2c1	3
121	CCOC(=O)c1sc(NCc2ccco2)c(-c2nc3ccccc3s2)c1N	2

# More entries.
cpd	Structure	ARNT-TACC3 inh
136	COC(=O)c1ccc(-n2cnc(Cl)n2)c(F)c1	-1
137	CC(=O)NC(NC(C)=O)c1ccc(N(C)C)cc1	3
138	COc1ccc2nc(NC(=O)CN(c3ccc(C)cc3)S(=O)(=O)c3c(C)nn(C)c3C)sc2c1	4
139	COc1cccc(CNCCSc2nnnn2C)c1	-15
140	Cc1ccc2c(c1)OC(=O)CC2c1ccccc1 (stereo unspecified)	-1
141	O=C(O)C1C2CCC(C2)C1C(=O)NCc1ccco1 (stereo unspecified)	-7
142	CCOC(=O)C(C(=O)Nc1ccccn1)C1CCCCC1 (stereo unspecified)	2
143	COc1ccc(C(=O)Nc2nc(C)c(C(=O)N(C)C)s2)cc1OC	-5
